PAFAH1B3 FP inh – PAFAH1B3 enzyme inhibitors, primary screen, biochemical, fluorescence polarization, human; inhibition, % at 3.39 µM; recombinant PAFAH1B3, FP-rhodamine probe; 340,000 tested, 0.28% active; Platelet-activating factor acetylhydrolase IB subunit alpha1 (Homo sapiens), Q15102; AID 492972, 2010;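 active means inhibition above the screen-wide average of all tested compounds plus 3 SD, cut at about 25% in these data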;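 further: 0% = enzyme with DMSO only and 100% = wells lacking PAFAH1B3 protein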
Target sequence (Q15102 whole entry, looked up): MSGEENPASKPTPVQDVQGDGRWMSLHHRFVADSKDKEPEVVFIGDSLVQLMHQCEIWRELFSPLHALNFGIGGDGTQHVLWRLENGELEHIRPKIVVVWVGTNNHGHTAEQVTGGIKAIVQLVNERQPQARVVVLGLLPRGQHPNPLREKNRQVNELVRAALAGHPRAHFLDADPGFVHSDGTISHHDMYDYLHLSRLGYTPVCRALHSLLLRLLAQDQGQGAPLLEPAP
LYPLA2 inh – LYPLA2 inhibitors, primary screen, counter-screen for PME1 inhibitor project, biochemical, fluorescence polarization, FP-Rh probe ABPP | Acyl-protein thioesterase 2 (Homo sapiens), O95372 | recombinant LYPLA2 | inhibition, % at 5.9 µM | 320,000 tested, 0.38% active;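 active means inhibition above the screen-wide mean plus 3 SD, limit set per campaign, cut at about 26% in these data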;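 further: 0% = LYPLA2 with DMSO and 100% = wells lacking LYPLA2 enzyme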
Target sequence (O95372 whole entry, looked up): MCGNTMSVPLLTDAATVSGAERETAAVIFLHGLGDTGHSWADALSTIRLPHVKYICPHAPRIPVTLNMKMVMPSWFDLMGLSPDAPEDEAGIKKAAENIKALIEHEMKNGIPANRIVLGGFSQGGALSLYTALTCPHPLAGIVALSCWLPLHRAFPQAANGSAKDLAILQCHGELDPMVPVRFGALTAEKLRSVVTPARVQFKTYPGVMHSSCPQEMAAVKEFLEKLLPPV
PAFAH1B2 inh – PAFAH1B2 enzyme inhibitors, primary screen, biochemical, fluorescence polarization, human; Platelet-activating factor acetylhydrolase IB subunit alpha2 (Homo sapiens), P68402; recombinant PAFAH1B2, FP-rhodamine activity probe; inhibition, % at 3.39 µM; 340,000 tested, 1.2% active; AID 492953, 2010;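 active means inhibition above the mean of all tested compounds plus 3 SD, cut at about 24% in these data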;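 further: 0% = enzyme with DMSO and 100% = wells lacking PAFAH1B2; many of its hits are not listed in these tables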
Target sequence (P68402 whole entry, looked up): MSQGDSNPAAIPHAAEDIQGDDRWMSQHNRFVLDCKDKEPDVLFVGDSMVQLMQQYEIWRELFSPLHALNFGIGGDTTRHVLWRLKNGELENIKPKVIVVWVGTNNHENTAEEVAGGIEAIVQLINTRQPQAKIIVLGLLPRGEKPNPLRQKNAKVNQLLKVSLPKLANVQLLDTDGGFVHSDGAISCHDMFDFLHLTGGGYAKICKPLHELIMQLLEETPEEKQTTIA
pPAFAH inh – pPAFAH enzyme inhibitors, primary screen, biochemical, fluorescence polarization, human; recombinant pPAFAH, FP-rhodamine probe fluorescence polarization; inhibition, % at 3.39 µM; 330,000 tested, 1.5% active; AID 463082, 2010;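 active means inhibition above the mean inhibition across the screen plus 3 SD, cut at about 25% in these data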;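 further: inhibitors block binding of the rhodamine activity-based probe so polarization drops; 0% = enzyme with DMSO and 100% = wells lacking pPAFAH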
GSTO1 inh – inhibitors of recombinant GSTO1, primary screen, counter-screen for RBBP9 inhibitor project, biochemical, fluorescence polarization | inhibition, % at 5.96 µM | activity-based probe fluorescence polarization | 300,000 tested, 1.1% active;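 active means inhibition above the campaign mean inhibition plus 3 SD, cut at about 35% in these data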;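 further: 0% = GSTO1-1 with DMSO and 100% = wells lacking GSTO1-1 enzyme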
PAFAH2 FP inh – PAFAH2 enzyme inhibitors, primary screen, biochemical, fluorescence polarization, human; inhibition, % at 3.39 µM; 340,000 tested, 0.99% active; recombinant PAFAH2, FP-rhodamine activity probe;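 active means inhibition above the mean over all tested compounds plus 3 SD, cut at about 30% in these data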;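 further: inhibitors block probe labeling of enzyme so polarization drops; 0% = enzyme with DMSO and 100% = wells lacking PAFAH2 protein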
LYPLA1 inh – LYPLA1 inhibitors, primary screen, counter-screen for PME1 inhibitor project, biochemical, fluorescence polarization, FP-Rh probe ABPP; Acyl-protein thioesterase 1 (Homo sapiens), O75608; recombinant LYPLA1; inhibition, % at 5.9 µM; 320,000 tested, 0.16% active; AID 2174, 2009;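 active means inhibition above the mean of all tested compounds plus 3 SD, set per campaign, cut at about 14% in these data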;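 further: inhibitors block serine hydrolase probe labeling of LYPLA1 so polarization falls; 0% = enzyme with DMSO and 100% = wells lacking LYPLA1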
Target sequence (O75608 whole entry, looked up): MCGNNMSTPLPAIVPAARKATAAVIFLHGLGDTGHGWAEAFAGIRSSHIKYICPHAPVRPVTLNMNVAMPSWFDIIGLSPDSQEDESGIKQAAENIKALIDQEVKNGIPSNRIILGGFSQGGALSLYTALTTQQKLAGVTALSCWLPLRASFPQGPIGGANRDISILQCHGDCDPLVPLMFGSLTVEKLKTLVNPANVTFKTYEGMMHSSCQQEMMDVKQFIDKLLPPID
PAD4 inh – human PAD4 inhibitors, primary screen, biochemical, fluorescence polarization, 1536-well format; inhibition, % at 6.36 µM; AID 485272, 2010; 330,000 tested, 0.41% active; recombinant PAD4, RCA probe fluorescence polarization;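 active means percent inhibition above a cutoff equal to the mean of all tested compounds plus 3 SD, cut at about 15% in these data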;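 further: 0% = PAD4 with RCA probe and DMSO and 100% = probe without PAD4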
PME-1 primary – PME-1 inhibitors via competitive probe labeling, primary screen, biochemical, fluorescence polarization, FP-Rh probe, HTS; Protein phosphatase methylesterase 1 (Homo sapiens), Q9Y570; recombinant PME-1; inhibition, % at 5.9 µM; 320,000 tested, 0.53% active;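 active means inhibition above the campaign mean of all compounds plus 3 SD, cut at about 26% in these data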;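 further: competitive labeling of PME-1 active site by serine hydrolase directed probe; 0% = PME-1 with DMSO and 100% = wells lacking PME-1 enzyme; inhibitors block probe labeling so polarization falls and inhibition rises; many of its hits are not listed in these tables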
Active calls of the source: *. Not all compounds are listed; rates above refer to the full screens.

`COc1ccc(-n2ncc3c(NCC(C)C)ncnc32)cc1` gave PAFAH1B3 FP inh 4, LYPLA2 inh 1, PAFAH1B2 inh 0, pPAFAH inh 2, GSTO1 inh 0, PAFAH2 FP inh 9, LYPLA1 inh -4, PAD4 inh -3 and PME-1 primary -3.
CCOC(=O)c1cc(NC(=O)c2ccc(C)cc2)c(=O)oc1-c1ccccc1 was read as PAFAH1B3 FP inh 6, LYPLA2 inh 3, PAFAH1B2 inh -2, pPAFAH inh 6, GSTO1 inh -1, PAFAH2 FP inh 1, LYPLA1 inh 0, PAD4 inh 1 and PME-1 primary 4.
`O=S(=O)(Nc1nc2ccccc2nc1N1CCc2ccccc2C1)c1ccc(Br)cc1` gave PAFAH1B3 FP inh 3, LYPLA2 inh 1, PAFAH1B2 inh -1, pPAFAH inh 18, GSTO1 inh -3, PAFAH2 FP inh 5, LYPLA1 inh -3, PAD4 inh -2 and PME-1 primary 17.
Cc1ccc2c(CC(=O)N(CC3CCCO3)c3c(N)n(Cc4ccccc4)c(=O)[nH]c3=O)coc2c1 (stereo not given) was read as PAFAH1B3 FP inh 0, LYPLA2 inh 4, PAFAH1B2 inh -3, pPAFAH inh 8, GSTO1 inh 2, PAFAH2 FP inh 3, LYPLA1 inh 3, PAD4 inh -2 and PME-1 primary -5.
CCOC(=O)c1ccc(NC(=S)NCCc2ccccc2)cc1 was read as PAFAH1B3 FP inh 5, LYPLA2 inh -10, PAFAH1B2 inh 0, pPAFAH inh -7, GSTO1 inh -18, PAFAH2 FP inh -3, LYPLA1 inh -14, PAD4 inh 0 and PME-1 primary -2.
`c1ccc(-c2nc(-c3cccnc3)n[nH]2)cc1` gave LYPLA2 inh -2, pPAFAH inh 0, GSTO1 inh 2, LYPLA1 inh -2, PAD4 inh -1 and PME-1 primary 2.
Screening COc1ccc(C2CC(c3ccccc3Br)=NN2c2ccc(S(N)(=O)=O)cc2)cc1 (stereo not given) returned PAFAH1B3 FP inh 8, PAFAH1B2 inh 4, pPAFAH inh 23, PAFAH2 FP inh 1 and PAD4 inh -1.
`CC(=O)Nc1cccc(N)c1` gave PAFAH1B3 FP inh 2, LYPLA2 inh -1, PAFAH1B2 inh 0, pPAFAH inh 0, PAFAH2 FP inh 7, LYPLA1 inh 1, PAD4 inh 4 and PME-1 primary -3.
`O=C(O)c1ccc(N2C(=O)CC(N3CCN(c4ccc(Cl)cc4)CC3)C2=O)cc1` (stereo not given) gave PAFAH1B3 FP inh 12, LYPLA2 inh 8, PAFAH1B2 inh 7, pPAFAH inh 4, GSTO1 inh 7, PAFAH2 FP inh 0, LYPLA1 inh 3, PAD4 inh -4 and PME-1 primary -2.
For N#Cc1c(NC(=O)CCC(=O)O)sc2c1CCCC2 the results were PAFAH1B3 FP inh 7, LYPLA2 inh 0, PAFAH1B2 inh 4, pPAFAH inh 4, GSTO1 inh 7, PAFAH2 FP inh 0, LYPLA1 inh -3, PAD4 inh -1 and PME-1 primary -4.

3 compounds already listed, sorted by SMILES length, low to high.
For N#Cc1c(NC(=O)CCC(=O)O)sc2c1CCCC2 the results were PAFAH1B3 FP inh 7, LYPLA2 inh 0, PAFAH1B2 inh 4, pPAFAH inh 4, GSTO1 inh 7, PAFAH2 FP inh 0, LYPLA1 inh -3, PAD4 inh -1 and PME-1 primary -4.
Screening COc1ccc(C2CC(c3ccccc3Br)=NN2c2ccc(S(N)(=O)=O)cc2)cc1 (stereo not given) returned PAFAH1B3 FP inh 8, PAFAH1B2 inh 4, pPAFAH inh 23, PAFAH2 FP inh 1 and PAD4 inh -1.
Cc1ccc2c(CC(=O)N(CC3CCCO3)c3c(N)n(Cc4ccccc4)c(=O)[nH]c3=O)coc2c1 (stereo not given) was read as PAFAH1B3 FP inh 0, LYPLA2 inh 4, PAFAH1B2 inh -3, pPAFAH inh 8, GSTO1 inh 2, PAFAH2 FP inh 3, LYPLA1 inh 3, PAD4 inh -2 and PME-1 primary -5.

The listing continues:
O=C(COC(=O)c1ccccn1)Nc1ccc2c(c1)OCO2 was read as PAFAH1B3 FP inh 10, LYPLA2 inh 2, PAFAH1B2 inh 5, pPAFAH inh 3, GSTO1 inh 10, PAFAH2 FP inh -2, LYPLA1 inh -2, PAD4 inh -3 and PME-1 primary 5.
For Cc1cc(=O)n2c(-c3ccc(Cl)cc3)csc2n1 the results were PAFAH1B3 FP inh 8, LYPLA2 inh 1, PAFAH1B2 inh 2, pPAFAH inh 5, GSTO1 inh -8, PAFAH2 FP inh 0, LYPLA1 inh 1, PAD4 inh -4 and PME-1 primary 5.
`O=S(=O)(c1ccccc1)c1nc(-c2ccccc2)oc1NCc1cccnc1` gave PAFAH1B3 FP inh 6, LYPLA2 inh 5, PAFAH1B2 inh -1, pPAFAH inh 0, GSTO1 inh 0, PAFAH2 FP inh 13, LYPLA1 inh 0, PAD4 inh 1 and PME-1 primary 11.
`O=C(NCc1cccnc1)C1CC(c2ccccc2O)=NO1` (stereo not given) gave PAFAH1B3 FP inh 4, LYPLA2 inh 5, PAFAH1B2 inh -1, pPAFAH inh 1, GSTO1 inh 0, PAFAH2 FP inh 2, LYPLA1 inh 1, PAD4 inh 1 and PME-1 primary -5.
Screening CCCC(=O)NC(c1ccccc1Cl)c1ccc2cccnc2c1O (stereo not given) returned PAFAH1B3 FP inh 5, LYPLA2 inh 7, PAFAH1B2 inh 4, pPAFAH inh 12, GSTO1 inh 7, PAFAH2 FP inh 0, LYPLA1 inh -2, PAD4 inh 3 and PME-1 primary 4.
For Cn1c(N)c(S(=O)(=O)c2ccc(Br)cc2)c2nc3ccccc3nc21 the results were PAFAH1B3 FP inh 7, LYPLA2 inh -13, PAFAH1B2 inh 7, pPAFAH inh -8, GSTO1 inh -9, PAFAH2 FP inh 7, LYPLA1 inh -8, PAD4 inh 0 and PME-1 primary 1.
Screening CCN(CC(=O)Nc1ccccc1C(F)(F)F)C(=O)c1ccc2[nH]c3c(c2c1)CC(C)CC3 (stereo not given) returned PAFAH1B3 FP inh 3, LYPLA2 inh -10, PAFAH1B2 inh 1, pPAFAH inh 10, GSTO1 inh 2, PAFAH2 FP inh 1, LYPLA1 inh -4, PAD4 inh -3 and PME-1 primary 5.
For O=C(Nc1ccc(S(=O)(=O)Nc2nccs2)cc1)c1ccc(=O)[nH]c1 the results were PAFAH1B3 FP inh 30*, LYPLA2 inh 0, PAFAH1B2 inh 12, pPAFAH inh 39*, GSTO1 inh -150, PAFAH2 FP inh 10, LYPLA1 inh -4, PAD4 inh 3 and PME-1 primary -19.
Screening CCc1c(C)nc2ncnn2c1N1CCCC(C(=O)NCCc2ccccc2)C1 (stereo not given) returned PAFAH1B3 FP inh 4, LYPLA2 inh -7, PAFAH1B2 inh 3, pPAFAH inh -1, GSTO1 inh -4, PAFAH2 FP inh 2, LYPLA1 inh -1, PAD4 inh -1 and PME-1 primary 3.
`CCN(CC)c1ccc(/C=c2\sc3nnc(-c4ccccc4Cl)n3c2=O)cc1` gave PAFAH1B3 FP inh 2, LYPLA2 inh -4, PAFAH1B2 inh -1, pPAFAH inh 3, GSTO1 inh -6, PAFAH2 FP inh -1, LYPLA1 inh -2, PAD4 inh 0 and PME-1 primary -3.
Screening CCC(=O)c1ccc(OCC(=O)Nc2ccc3nc(C)sc3c2)cc1 returned PAFAH1B3 FP inh 7, LYPLA2 inh 20, PAFAH1B2 inh 2, pPAFAH inh 1, GSTO1 inh -3, PAFAH2 FP inh -5, LYPLA1 inh -3, PAD4 inh -5 and PME-1 primary -15.
Screening Oc1ccc(N=Nc2ccc3c(c2)OCCO3)c(O)c1 returned PAFAH1B3 FP inh 3, LYPLA2 inh -1, PAFAH1B2 inh 0, pPAFAH inh 1, GSTO1 inh -18, PAFAH2 FP inh 5, LYPLA1 inh 0, PAD4 inh -6 and PME-1 primary 7.
`Fc1cccc(Nc2nc3ccccc3n3cnnc23)c1` gave PAFAH1B3 FP inh 3, LYPLA2 inh -1, PAFAH1B2 inh 5, pPAFAH inh 1, GSTO1 inh -3, PAFAH2 FP inh 0, LYPLA1 inh -8, PAD4 inh -4 and PME-1 primary -1.
`COc1ccc(-c2cc(C(F)(F)F)c3c(N)c(C(=O)NCCSC)sc3n2)cc1` gave PAFAH1B3 FP inh -4, LYPLA2 inh -5, PAFAH1B2 inh -4, pPAFAH inh 7, GSTO1 inh 3, PAFAH2 FP inh 9, LYPLA1 inh 2, PAD4 inh -3 and PME-1 primary -3.
`CC(C)c1ccc(-c2nnc(SCC(=O)NC3CC3)n2C)cc1` gave PAFAH1B3 FP inh 2, LYPLA2 inh 2, PAFAH1B2 inh 6, pPAFAH inh -4, GSTO1 inh 1, PAFAH2 FP inh -4, LYPLA1 inh 0, PAD4 inh -1 and PME-1 primary -2.
For Nc1nc(N)c(Cc2ccc(Cl)cc2Cl)c(N)n1 the results were PAFAH1B3 FP inh 6, LYPLA2 inh -8, PAFAH1B2 inh 7, pPAFAH inh -4, GSTO1 inh 4, PAFAH2 FP inh 4, LYPLA1 inh -3, PAD4 inh -2 and PME-1 primary -10.
O=C(Nc1ccc2[nH]ncc2c1)c1ccccc1Cl was read as PAFAH1B3 FP inh 12, LYPLA2 inh -1, PAFAH1B2 inh 0, pPAFAH inh 0, GSTO1 inh 4, PAFAH2 FP inh 5, LYPLA1 inh -2, PAD4 inh -1 and PME-1 primary 2.
Screening CCCn1cc(CN2CCCC(C(=O)c3cccc(OC(C)C)c3)C2)c(C)n1 (stereo not given) returned PAFAH1B3 FP inh -2, LYPLA2 inh -1, PAFAH1B2 inh 0, pPAFAH inh 7, GSTO1 inh -2, PAFAH2 FP inh 8, LYPLA1 inh 3, PAD4 inh 1 and PME-1 primary 3.
`Cc1ccc(C(=O)NC(=S)N2CC(C)OC(C)C2)cc1[N+](=O)[O-]` (stereo not given) gave PAFAH1B3 FP inh 5, LYPLA2 inh 4, PAFAH1B2 inh 0, pPAFAH inh 4, GSTO1 inh -6, PAFAH2 FP inh -5, LYPLA1 inh 1, PAD4 inh -6 and PME-1 primary -1.
